Screening results from PubChem BioAssay.
DAGLB inhibitor: blocks human DAGLB lipase activity | Q8NCG7 | 340,000 compounds, 0.059% hits | inhibition, % at 5.17 µM | HEK293T DAGLB membrane lysate, EnzChek fluorogenic substrate | AID 504411; in the data active = inhibition above about 34%;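 note: 0% = enzyme with vehicle and 100% = wells lacking enzyme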
C-LANA FP: blocks KSHV LANA C-terminal domain binding to DNA; 340,000 compounds, 0.078% hits; inhibition, % at 9 µM; MBP-C-LANA/FAM-LBS DNA binding, fluorescence polarization;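 active = highest replicate inhibition at or above 60% at 9 µM, even if other replicates fall short; inactive = all replicates below 60% inhibition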;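 note: 0% = neutral control wells and 100% = 4 µM acridine orange control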
PKA-R2B activ: PKA-R2B complex activation. P22694+P31323. PKA-R2B holoenzyme dissociation, Cy5-IP20 fluorescence polarization; R2B truncated from residue 108, S112A mutant; 0% DMSO only, 100% 113 µM cGMP. activation, % at 11.4 µM. 340,000 compounds, 0.079% hits. AID 504700;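 active = activation above a cutoff set at the mean over all compounds plus 3 SD, cut at about 18% in these data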;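 note: higher means more holoenzyme dissociation and a rise in polarization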
Target sequence (P31323 whole entry, looked up, other chains not shown, the tested form may be a part): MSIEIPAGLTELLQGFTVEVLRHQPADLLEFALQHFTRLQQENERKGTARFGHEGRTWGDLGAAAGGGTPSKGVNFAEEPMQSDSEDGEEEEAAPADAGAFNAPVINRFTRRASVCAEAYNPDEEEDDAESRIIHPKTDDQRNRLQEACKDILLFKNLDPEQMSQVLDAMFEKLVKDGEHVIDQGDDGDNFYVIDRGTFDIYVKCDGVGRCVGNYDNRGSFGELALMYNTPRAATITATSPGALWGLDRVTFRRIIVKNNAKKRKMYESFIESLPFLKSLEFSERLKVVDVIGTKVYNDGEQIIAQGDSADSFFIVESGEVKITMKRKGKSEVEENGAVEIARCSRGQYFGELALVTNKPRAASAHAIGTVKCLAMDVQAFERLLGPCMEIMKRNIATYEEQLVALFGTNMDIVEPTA
NSD2 inh: NSD2 (human) methyltransferase inhibition | AID 743445 | 310,000 compounds, 0.54% hits | NSD2 peptide methylation, AlphaScreen, 120 min | inhibition, % at 12.5 µM | O96028; in the data active = inhibition above about 50%
Arr AP2 block: human beta-arrestin and AP2 interaction inhibition; inhibition, % at 10 µM; 340,000 compounds, 0.31% hits; FITC-arrestin peptide / GST-AP2 beads, flow cytometry; AP2 beta2 appendage carries R879A mutation;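 active = inhibition above a set limit, near 3 SD of compounds lacking own fluorescence, cut at about 54% in these data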;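 note: plate controls were DMSO wells for no effect and 5 µM unlabelled arrestin peptide for full effect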
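System: GST-AP2 R879A glutathione beads. Medium: PBS with 0.05% Tween 20 and 0.1% BSA. Also added: FITC-arrestin peptide, 50 nM. Incubation: 12 min plus 1 h, RT. Measured by: high-throughput flow cytometry of beads, ex 488, em 535 nm. Evaluation: percent drop in bead-associated FITC signal.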
Keap1 Nrf2 FP: inhibitors of human Keap1-Nrf2 protein-protein interaction; Q14145; Keap1 Kelch-Nrf2 peptide fluorescence polarization, 1536-well; inhibition, % at 9.4 µM; 340,000 compounds, 0.15% hits; AID 504523; in the data active = inhibition above about 12%; inconclusive = no clear call, values can overlap the other calls; inactive = below about 7.3%;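 note: human Keap1 Kelch domain with fluorescein labeled Nrf2 9mer peptide probe; 0% = neutral control wells and 100% = peptide positive control; higher means more block of Keap1 binding to Nrf2 peptide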
Target sequence (Q14145 whole entry, looked up, the tested form may be a part): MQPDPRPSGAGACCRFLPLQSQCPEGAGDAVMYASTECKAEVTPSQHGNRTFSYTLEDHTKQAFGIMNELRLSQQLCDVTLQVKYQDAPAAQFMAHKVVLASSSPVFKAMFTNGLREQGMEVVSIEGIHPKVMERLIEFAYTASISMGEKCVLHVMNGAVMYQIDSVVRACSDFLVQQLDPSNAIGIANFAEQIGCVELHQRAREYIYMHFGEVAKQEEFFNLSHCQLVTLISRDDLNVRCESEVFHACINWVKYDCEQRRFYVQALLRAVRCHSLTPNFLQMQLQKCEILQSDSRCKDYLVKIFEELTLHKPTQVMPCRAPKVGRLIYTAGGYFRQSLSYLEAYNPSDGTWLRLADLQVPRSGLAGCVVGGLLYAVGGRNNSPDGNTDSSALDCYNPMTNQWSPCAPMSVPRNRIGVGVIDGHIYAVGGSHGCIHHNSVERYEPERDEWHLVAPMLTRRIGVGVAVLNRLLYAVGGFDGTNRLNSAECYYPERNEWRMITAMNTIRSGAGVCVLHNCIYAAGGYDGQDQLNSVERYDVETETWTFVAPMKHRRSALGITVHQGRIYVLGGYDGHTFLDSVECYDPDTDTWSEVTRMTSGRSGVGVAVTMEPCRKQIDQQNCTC
SR-BI uptake up: activators of SR-BI mediated HDL lipid uptake. CHO ldlA[mSR-BI] cells, DiI-HDL uptake fluorescence, 3 h; 100 = double the neutral-control signal. AID 504775. activation, % at 12.5 µM. 320,000 compounds, 0.096% hits;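 active = mean replicate activation of at least 60% and every replicate at or above 60%; inconclusive = mean or all-replicate condition met, but not both; inactive = mean below 60% and not all replicates reaching 60%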;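 note: 0% = median plate neutral-control signal and 100% = twice that signal; values of inactives mirror those of a sister screen read the other way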
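System: CHO ldlA[mSR-BI] cells / Medium: HEPES-buffered (25 mM, pH 7.4) F12 plus 0.5% BSA / Probe or stimulus: labelled HDL, 10 µg/mL / Doses: single compound concentration, delivered by pin transfer / Schedule: 3 h, 37 °C / Measured by: DiI fluorescence, bottom read / Measure: cell-associated DiI fluorescence as measure of HDL uptake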
Cardiac RTF inh: cardiac RTF calcium desensitization. P19429+P45379. IANBD-labeled cardiac RTF, Ca2+ fluorescence. inhibition, % at 7.15 µM. 340,000 compounds, 0.12% hits. AID 493244;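 active = inhibition above the mean inhibition of all tested compounds plus 3 SD, cut at about 17% in these data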;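 note: assay run at fixed EC70 calcium of 1.6 mM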
PvdQ inh: blocks Pseudomonas aeruginosa PvdQ acylase activity; purified PvdQ acylase, fluorescence plate reader; inhibition, % at 10 µM; 340,000 compounds, 0.063% hits; AID 488965; in the data active = inhibition above about 30%, passing the limit was not always enough; inconclusive = no clear call, values can overlap the other calls;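 note: 0% = vehicle neutral wells and 100% = reference inhibitor wells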
SR-BI DiI inh: inhibitors of mouse SR-BI mediated HDL lipid uptake; Q61009; ldlA[mSR-BI] CHO cells, DiI-HDL uptake fluorescence, 3 h; inhibition, % at 12.5 µM; 320,000 compounds, 0.96% hits;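 active = mean replicate inhibition of at least 70% and a set share of replicates each scoring 70 or more; inconclusive = meets just one of the two criteria; inactive = fails both criteria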;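 note: 0% = median of neutral control wells and 100% = median of positive control wells; values of inactives mirror those of a sister screen read the other way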
The depositor's hits bear a star; u = inconclusive; x = not tested or not shown. This is a random part of the collection; any-hit rate near 2.1%.

Every second line gives: DAGLB inhibitor	C-LANA FP	PKA-R2B activ	NSD2 inh	Arr AP2 block	Keap1 Nrf2 FP	SR-BI uptake up	Cardiac RTF inh	PvdQ inh	SR-BI DiI inh
NS(=O)(=O)c1ccc(CCNC(=O)CNC(=O)c2ccccc2Br)cc1
    1.4	0.5	-3.5	4.2	-2.1	u	x	4.9	-15.1	x
COc1ccc(N2CC(C(=O)NCCc3ccc(OC)c(OC)c3)CC2=O)cc1 (configuration not stated)
    1.1	0.8	-8.8	-0.4	6.7	-3.5	0.0	-5.0	-13.2	0.0
CC(Cc1ccccc1)NC(=O)C1CCCNC1=O (configuration not stated)
    -2.8	0.5	-1.0	-0.2	27.0	2.0	23.4	1.2	6.1	-23.4
Cc1cccc(OCCCC(=O)NNC(=O)c2ccccn2)c1
    7.3	0.1	-6.7	-2.6	-23.1	1.5	-26.9	3.0	-7.9	26.9
COCCn1c(C)cc(/C=C2/NC(=O)N(c3ccc(Cl)cc3)C2=O)c1C
    0.5	-2.1	-4.2	-1.2	2.7	-5.0	24.2	-5.9	-7.2	-24.2
COc1cccc(-c2cc(C(=O)Nc3cnn(Cc4ccccc4C)c3)no2)c1
    -0.6	-1.0	-4.1	0.6	5.8	6.0	-53.6	-5.4	1.1	53.6
Cc1ccc(OCC(=O)NCCc2nc3ccccc3[nH]2)c(C)c1
    -0.4	0.8	3.8	-1.6	-6.2	1.3	-14.0	-4.2	-15.4	14.0
O=C(O)CC(NC(=S)NCc1ccccc1)C(=O)O (configuration not stated)
    -0.7	0.8	0.6	-0.1	-1.1	-4.4	13.8	-0.4	-8.9	-13.8
COC(=O)c1c(NC(=O)c2nc3ccccc3s2)sc2c1CCN(C(C)=O)C2
    -1.8	0.7	-0.7	x	-2.0	-1.7	x	2.0	-4.9	x
CCNc1nc(NCC)nc(NS(=O)(=O)c2ccc(N)cc2)n1
    0.3	-3.6	-7.7	0.0	44.9	-1.0	3.0	-1.3	-0.4	-3.0
COc1ccc(NC(=O)NNC(=O)c2cc3occc3n2C)c(OC)c1
    1.0	3.0	2.4	7.4	-14.4	-1.0	-19.8	-0.9	-16.6	19.8
Cc1ccc(NC(=O)COc2nsnc2N2CCOCC2)cc1Cl
    -3.2	-2.4	-4.2	2.7	-11.1	-0.9	-14.3	-1.3	-3.5	14.3
CN1/C(=C\C(=O)C[n+]2ccc(C(=O)c3ccccc3)cc2)C(C)(C)c2ccccc21
    -0.1	1.2	-4.9	9.9	-8.8	-7.9	32.3	-12.1	23.2	-32.3
Cn1nc(C(=O)NCc2ccco2)c2ccccc2c1=O
    -1.8	-3.0	-1.6	0.4	2.2	-3.5	12.2	-2.5	22.4	-12.2
OC(CNCc1ccncc1)c1ccccc1 (configuration not stated)
    1.2	1.1	0.2	-2.6	-8.9	-1.2	0.7	-3.4	-19.6	-0.7
Cc1cc(C(=O)Nc2ccc(Br)cc2)cs1
    -3.5	-0.7	3.7	-4.1	-0.8	3.2	-18.8	-1.5	-10.0	18.8
O=C1/C(=C\c2ccc3c(c2)OCO3)CCC/C1=C/c1ccc2c(c1)OCO2
    -11.9	-0.8	12.6	1.6	0.2	1.2	18.7	-0.1	-11.6	-18.7
COCCCNC(=O)CCn1nc(-c2ccc(Cl)cc2)ccc1=O
    -4.2	-1.3	-1.1	-1.4	-2.6	2.6	-2.0	-3.5	-2.4	2.0
O=C(Nc1ccc(OC(F)(F)F)cc1)Oc1ccccc1N1CCOCC1
    -0.2	0.6	0.2	1.2	13.4	2.6	-7.9	4.0	-8.7	7.9
O=C(CN1C(=O)NC2(CCCC2)C1=O)NCc1cccc(Cl)c1
    -0.7	-1.2	-5.3	-3.0	-23.9	-0.3	6.3	6.6	-8.0	-6.3

Every second line gives: DAGLB inhibitor	C-LANA FP	PKA-R2B activ	NSD2 inh	Arr AP2 block	Keap1 Nrf2 FP	SR-BI uptake up	Cardiac RTF inh	PvdQ inh	SR-BI DiI inh
CCCn1ncc(CN2CCN(Cc3ccc(C)o3)C(CCO)C2)c1C (configuration not stated)
    -3.5	-2.7	-8.3	3.2	6.5	-1.1	-15.5	-8.5	7.7	15.5
Cc1ccc2ccc(C(Nc3cccc(C(F)(F)F)c3)c3cccnc3)c(O)c2n1 (configuration not stated)
    -3.2	0.0	0.1	2.9	10.8	0.4	-13.2	-5.9	-4.9	13.2
O=S(=O)(Nc1cccc(-c2cn3cccnc3n2)c1)c1ccc(-c2ccccc2)cc1
    -1.7	0.7	-0.4	28.3	8.5	-2.1	-0.9	-9.4	0.2	0.9
COc1ccc(NC(=O)c2cc3c(s2)CCC3)cc1S(=O)(=O)N1CCOCC1
    -2.7	0.5	-1.3	0.7	16.6	2.0	-70.1	4.1	-4.5	70.1*
OCC1OC(n2cnc3c(NCc4ccco4)ncnc32)C(O)C1O (configuration not stated)
    -0.4	0.5	0.8	x	-6.9	-3.1	13.8	-3.0	-17.7	-13.8
O=C(CCCC(=O)NC1CCCC1)NC1CCCC1
    -1.1	-0.8	-11.1	-3.2	30.9	1.3	-2.8	6.5	4.6	2.8
COc1ccc(NS(=O)(=O)c2cc(NC(=O)[C@@H](NC(=O)c3ccccc3)C(C)C)ccc2C)cc1
    1.7	-0.3	-0.7	-1.3	5.0	-2.3	-30.6	-10.9	-10.3	30.6
O=C(NCCCN1CCCCCC1)c1ccc2c(c1)NC(=O)C(N1CCOCC1)S2 (configuration not stated)
    -1.3	0.5	0.4	2.0	-1.4	-9.7	-0.1	0.8	-18.5	0.1
O=S(=O)(c1cccc(Br)c1)N1CCN(CCc2ccccc2)CC1
    -8.8	0.9	-2.0	-6.5	10.6	-0.5	-4.3	-0.4	-13.7	4.3
N#CCCn1c(SCC(=O)NCC2CCCO2)nc2ccccc21 (configuration not stated)
    -1.9	1.5	3.0	24.4	1.9	4.4	3.7	6.2	-12.3	-3.7
O=C(NN=C1CCCC1)c1cccc(Br)c1
    -4.8	0.2	7.1	-0.3	5.7	-1.6	-10.4	-11.5	-16.0	10.4
CCOC(=O)N1CCN(C(=O)CN(C)S(=O)(=O)c2ccc3c(c2)C(C)(C)C(=O)N3C)CC1
    0.1	0.1	0.6	-2.3	23.7	3.4	13.9	2.8	0.3	-13.9
CCOC(=O)c1ccc(NC(=O)Nn2cnnc2)cc1
    0.8	0.5	-5.7	1.9	3.0	1.2	7.5	-0.3	1.0	-7.5
Cc1sc2ncnc(N3CCC(C(=O)Nc4ccc(C#N)cc4)CC3)c2c1C
    0.2	-1.2	-4.8	1.2	-3.4	0.9	-38.5	-0.6	-6.3	38.5
Cc1cc(C(=O)COC(=O)CCC(=O)c2ccc3c(c2)OCCO3)c(C)n1Cc1ccco1
    -1.1	-1.1	3.9	1.4	1.2	-0.9	22.2	-1.5	-15.5	-22.2
CCCCc1nnc(NC(=O)CCS(=O)(=O)c2ccc(Cl)cc2)s1
    -4.7	-2.3	8.1	-0.3	14.4	-5.2	6.5	-1.0	13.0	-6.5
COCCC(=O)N1CCC(Oc2ccc(C(=O)N(C)C(C)c3ccon3)cc2)CC1 (configuration not stated)
    3.0	0.9	3.1	-4.6	19.8	-2.3	-7.0	-10.5	-6.9	7.0
CCCCNC(=O)N1CCN(c2ccnc3cc(Cl)ccc23)CC1
    3.5	-0.1	4.3	-2.2	-7.7	-6.0	-20.9	-3.1	-16.0	20.9
COc1ccc(CNS(=O)(=O)NCc2ccc(C)cc2)cc1OC
    2.8	0.2	-17.9	-0.4	-10.7	5.0	0.0	-4.7	-12.4	0.0
CCC1CCCCN1CCCNC(=O)CSc1nc2nc(C)c(Cc3ccc(C)cc3)c(C)n2n1 (configuration not stated)
    -1.6	1.3	4.2	5.1	3.4	1.4	6.4	5.5	-19.5	-6.4

Every second line gives: DAGLB inhibitor	C-LANA FP	PKA-R2B activ	NSD2 inh	Arr AP2 block	Keap1 Nrf2 FP	SR-BI uptake up	Cardiac RTF inh	PvdQ inh	SR-BI DiI inh
CN1CCN(c2ccc(NC(=O)c3cc(Cl)c4c(c3)OCCO4)cc2)CC1
    -1.9	1.8	-10.8	9.4	30.2	-0.4	6.1	-1.6	3.4	-6.1
COc1ccc(NC(=O)NCCCN2CCCC2=O)c(OC)c1
    0.9	-2.5	-2.3	-3.1	1.8	-2.2	-18.8	-6.2	-9.1	18.8
COC(=O)c1ccccc1NC(=O)Nc1cccs1
    -3.3	0.7	-2.5	-0.1	20.2	-2.7	9.9	3.4	10.5	-9.9
Cc1ccc(CNC(=O)C2CCN(S(=O)(=O)c3c(C)noc3/C=C/c3ccco3)CC2)cc1
    -4.1	-1.9	-2.0	x	4.0	-4.4	-32.9	-1.4	-4.6	32.9
COc1ccccc1/C=N\Nc1cn[nH]c(=O)c1Cl
    -2.1	-2.2	-14.2	-1.8	-3.0	4.2	-20.2	7.9	-0.2	20.2
CN(C)CC1(C)Cc2ccsc2C1O (configuration not stated)
    0.2	0.8	-1.6	7.0	-16.2	-6.5	17.0	-5.8	-8.1	-17.0
Cc1ccccc1C(=O)N1CCN(c2ccc([N+](=O)[O-])c(NCc3cccnc3)c2)CC1
    6.2	-1.2	6.0	8.9	11.1	1.5	-16.4	-7.8	13.4	16.4
Cc1cc(C)n2nc(CNS(=O)(=O)c3c(F)c(F)c(F)c(F)c3F)nc2n1
    -3.6	-4.8	-6.1	-1.7	25.0	-9.4	6.5	-10.1	2.4	-6.5
COc1ccccc1N1CCN(C(c2ccccn2)c2nnnn2C2CCCCC2)CC1 (configuration not stated)
    -1.8	-1.1	-2.3	-1.6	1.3	-5.8	-7.0	-23.6	0.7	7.0
CCOC(=O)N1CCN(C(=O)CN(c2ccccc2OC)S(=O)(=O)c2ccc(C)cc2)CC1
    0.0	2.9	-8.8	25.4	25.3	5.8	21.7	0.8	1.0	-21.7
C=CCOc1ccc(C2C(C#N)=C(N)N(Nc3ccccc3)C3=C2C(=O)CCC3)cc1OC (configuration not stated)
    3.4	0.4	-6.3	2.1	0.2	1.0	-17.9	-0.8	-10.1	17.9
CCn1c(=O)c2c(nc3n2CCCN3Cc2ccccc2)n(C)c1=O
    5.1	0.3	1.4	3.2	-21.7	-2.5	0.6	-3.1	-2.3	-0.6
COc1ccc(NC2=Nc3ccccc3CC2)cc1
    2.3	1.2	-4.0	13.6	4.3	-4.0	16.7	10.3	8.1	-16.8

Structures listed so far shown as hits in SR-BI DiI inh:
SMILES,DAGLB inhibitor,C-LANA FP,PKA-R2B activ,NSD2 inh,Arr AP2 block,Keap1 Nrf2 FP,SR-BI uptake up,PvdQ inh,SR-BI DiI inh
COc1ccc(NC(=O)c2cc3c(s2)CCC3)cc1S(=O)(=O)N1CCOCC1,-2.7,0.5,-1.3,0.7,16.6,2.0,-70.1,-4.5,70.1*
